Screening results (PubChem BioAssay)
Fluor 339 460 – intrinsic fluorescence of library compounds, ex339/em460 – biochemical, MLSMR library, data from DPM-DC assay, artefact control, profiling panel; 65,000 compounds, 5.5% hits; compound autofluorescence, ex339/em460 nm, NADH buffer; active compounds read high; 1 = no-compound wells, NADH background; fluorescence fold increase at 10 µM;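 active = at 10 µM, mean starting fluorescence two-fold or more over control wells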;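 also: signal is the first read of a kinetic run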
MKP-1 inh – human dual specificity phosphatase 1 inhibition | P28562 | recombinant MKP-1, OMFP hydrolysis fluorescence | inhibition, %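 (compounds tested at a single concentration somewhere between 10 and 100 µM)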 | 65,000 compounds, 0.15% hits;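 active = inhibition above about 50%, limit read from the data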;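 also: 0% = DMSO max control wells and 100% = wells with enzyme stopped by NaOH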
Cdc25B inh – human M-phase inducer phosphatase 2 inhibition; recombinant Cdc25B, OMFP fluorescence Ex485/Em525; inhibition, %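 (compounds tested at 10 µM final in the well)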; 65,000 compounds, 0.1% hits; P30305; in the data active = inhibition above about 50%
HER2 expr 66K – Her2 kinase expression inhibition; SKBR-3 HER2 protein level, AlphaScreen, 18-24 h; active compounds read low; HER2 level % of control, % at 10 µM; 65,000 compounds, 0.69% hits; AID 645;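 active = HER2 level under 5% of the carrier-only control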;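 also: 100% = DMSO carrier and 0% = 500 nM PU-H71 HSP90 inhibitor; lower value means stronger loss of Her2 protein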
Hsp90 inh – displaces geldanamycin probe from tumor Hsp90 | P07900 | 64,000 compounds, 0.35% hits | inhibition, % at 30 µM | NCI-N417 lysate Hsp90, Cy3B-geldanamycin FP displacement;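 active = inhibition above 50%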;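 also: 0% = tracer plus lysate wells and 100% = tracer alone without lysate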
JNK3 inh – JNK3 (human) kinase inhibition. inhibition, % at 8 µM. P53779. 60,000 compounds, 0.61% hits. purified JNK3 kinase activity, HTS; in the data active = inhibition above about 17%;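 also: 0% = DMSO and 100% = reference inhibitor; many of its hits are not listed in these tables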
A340 absorber – compound absorbs light at 340 nm; compound absorbance at 340 nm, fold over control; AID 708; 65,000 tested, under 10 active; fold change at 10 µM;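 active = at 10 µM dose, initial 340 nm absorbance at least 2 fold that of control wells; inactive = change under 2 fold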;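 also: initial absorbance extrapolated from kinetic A340 decline of NADH oxidation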
ROCK2 inh – inhibitors of human Rho kinase 2; O75116; purified ROCK2, Kinase-Glo ATP depletion luminescence; inhibition, % at 6 µM; 60,000 compounds, 0.35% hits;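 active = inhibition above the screen-wide mean inhibition plus 3 SD, cut at about 18% in these data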;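 also: plate controls were DMSO wells for no effect and Y-27632 control wells after no-enzyme background subtraction for full effect; many of its hits are not listed in these tables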
PKA kinase inh – inhibitors of human protein kinase A; P17612; PKA Kemptide phosphorylation, Kinase-Glo ATP luminescence; inhibition, % at 6 µM; 65,000 compounds, 0.1% hits; AID 524;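 active = inhibition above the screen-wide mean inhibition plus 3 SD, cut at about 21% in these data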; also: many of its hits are not listed in these tables
Active calls of the source: *; · = no result given.

canonical_smiles,Fluor 339 460,MKP-1 inh,Cdc25B inh,HER2 expr 66K,Hsp90 inh,JNK3 inh,A340 absorber,ROCK2 inh,PKA kinase inh
CCc1ccc(C2CC(=O)N3CN(c4ccccc4)CSC3=C2C#N)cc1 (stereo not drawn),1,5,-3,-18*,-1,0,1.1,1,6
Cn1c(Cc2ccccc2)nnc1SCC(=O)Nc1ccc2c(c1)OCO2,1.1,33,-8,155,-4,-1,1,1,0
Cn1c(SCC(=O)Nc2ccc(N3CCOCC3)c(Cl)c2)nnc1-c1ccccc1,1.1,-15,-5,84,1,-3,1,2,5
FC(F)(F)c1nnc2ccc(NCn3nnc4ccccc43)nn12,1,-2,18,66,-3,4,0.98,5,7
Cn1c(C(=O)NC2CCCCC2)cc2c(=O)n(C)c3ccccc3c21,1.2,32,1,49,0,1,1.1,4,8
CC(=O)c1cccc(NC(=O)CN2C(=O)NC3(CCCCCCC3)C2=O)c1,1.1,-2,2,108,-1,4,1,8,11
O=C(O)CC(C(=O)Nc1cccc(C(F)(F)F)c1)C1CCCO1 (stereo not drawn),1,1,-12,84,-3,-2,1,3,8
CN1CCN(C(=O)c2ccc(Cl)c(S(=O)(=O)N3CCCCC3)c2)CC1,1.1,6,-1,69,-3,1,1,1,-3

Later entries:
canonical_smiles,Fluor 339 460,MKP-1 inh,Cdc25B inh,HER2 expr 66K,Hsp90 inh,JNK3 inh,A340 absorber,ROCK2 inh,PKA kinase inh
CCOc1ccc(NC(=O)c2ccc(F)c(S(=O)(=O)N3CCN(c4ccccn4)CC3)c2)cc1,1,24,-5,63,-2,-1,1,-2,-1
COCCn1c(NCc2ccccc2)nc2c1c(=O)[nH]c(=O)n2C,1.1,16,0,96,0,·,1.1,·,7
CCCCc1ccc(S(=O)(=O)NCCc2ccncc2)cc1,1.1,-8,-1,112,-3,-5,1,4,6
O=C(NCc1ccccc1)NC(=O)c1ccncc1,1.1,6,-3,107,2,-2,1.1,5,-4
CCOC(=O)c1c(NC(=O)c2ccc(-n3cnnn3)cc2)sc2c1CCCC2,3*,39,6,22,-3,1,1.1,7,3
Cc1[nH]c2ccccc2c1SCCN,1.1,-2,-4,79,-3,0,1,-6,4
Cc1ccc(NC(=O)CC2Nc3ccccc3NC2=O)cc1Cl (stereo not drawn),1.9,20,-1,86,-3,0,0.99,4,4
O=C(CN1C2CCC1CC(NC(=O)NC1CCCCC1)C2)NC1CC1 (stereo not drawn),1.1,4,-7,93,-3,-2,1,-1,2

Shown with values under each structure: entries from further up.
Every second line gives: Fluor 339 460	MKP-1 inh	Cdc25B inh	HER2 expr 66K	Hsp90 inh	JNK3 inh	A340 absorber	ROCK2 inh	PKA kinase inh
Cn1c(SCC(=O)Nc2ccc(N3CCOCC3)c(Cl)c2)nnc1-c1ccccc1
→ 1.1	-15	-5	84	1	-3	1	2	5
FC(F)(F)c1nnc2ccc(NCn3nnc4ccccc43)nn12
→ 1	-2	18	66	-3	4	0.98	5	7
Cn1c(C(=O)NC2CCCCC2)cc2c(=O)n(C)c3ccccc3c21
→ 1.2	32	1	49	0	1	1.1	4	8
CC(=O)c1cccc(NC(=O)CN2C(=O)NC3(CCCCCCC3)C2=O)c1
→ 1.1	-2	2	108	-1	4	1	8	11
O=C(O)CC(C(=O)Nc1cccc(C(F)(F)F)c1)C1CCCO1 (stereo not drawn)
→ 1	1	-12	84	-3	-2	1	3	8
CN1CCN(C(=O)c2ccc(Cl)c(S(=O)(=O)N3CCCCC3)c2)CC1
→ 1.1	6	-1	69	-3	1	1	1	-3
CCOc1ccc(NC(=O)c2ccc(F)c(S(=O)(=O)N3CCN(c4ccccn4)CC3)c2)cc1
→ 1	24	-5	63	-2	-1	1	-2	-1
COCCn1c(NCc2ccccc2)nc2c1c(=O)[nH]c(=O)n2C
→ 1.1	16	0	96	0	·	1.1	·	7
CCCCc1ccc(S(=O)(=O)NCCc2ccncc2)cc1
→ 1.1	-8	-1	112	-3	-5	1	4	6
O=C(NCc1ccccc1)NC(=O)c1ccncc1
→ 1.1	6	-3	107	2	-2	1.1	5	-4
CCOC(=O)c1c(NC(=O)c2ccc(-n3cnnn3)cc2)sc2c1CCCC2
→ 3*	39	6	22	-3	1	1.1	7	3

(continued)
canonical_smiles,Fluor 339 460,MKP-1 inh,Cdc25B inh,HER2 expr 66K,Hsp90 inh,JNK3 inh,A340 absorber,ROCK2 inh,PKA kinase inh
CCCNC(=O)CC(NS(=O)(=O)c1ccc(Cl)cc1)c1ccco1 (stereo not drawn),1.1,0,-18,109,0,-1,1,8,10
O=C(Nc1ccc2c(c1)OCO2)C1COc2ccccc2O1 (stereo not drawn),1.1,9,0,96,40,4,0.99,7,12
CCSc1nc2ccccc2n1S(=O)(=O)c1ccccc1,1.1,2,-11,96,-1,7,1,2,11
Cc1ccc(CN2C(=O)CCC2C(=O)NCc2ccc(F)cc2)cc1 (stereo not drawn),1.1,22,6,126,-2,-2,1,-3,0
O=C(O)Cn1c(SCCOc2ccccc2)nc2ccccc21,1.2,4,-7,128,-2,1,1,-4,-6
CNC(=O)NC1CCCCc2sccc21 (stereo not drawn),1.1,6,-7,100,-2,-7,1,6,6
CCCCN(CC)S(=O)(=O)N1CCC(C(=O)NCc2ccc(F)cc2)CC1,1,14,-6,91,-3,-9,0.98,0,-2
O=C(NCc1ccco1)c1cc(-c2ccc(Cl)cc2)on1,1,21,3,81,-6,-3,1,9,11

The results go on:
canonical_smiles,Fluor 339 460,MKP-1 inh,Cdc25B inh,HER2 expr 66K,Hsp90 inh,JNK3 inh,A340 absorber,ROCK2 inh,PKA kinase inh
COc1ccc(-n2cnnc2SCC(=O)c2cc(C)n(Cc3cccs3)c2C)cc1,1.1,29,-14,-21*,-3,-1,1,4,9
CCCS(=O)(=O)N1CCC(C(=O)c2cccc(C(F)(F)F)c2)CC1,1.1,-14,-19,132,1,7,1,-4,3
Cc1ccc(-c2csc(NC(=O)c3cccc(S(=O)(=O)N4CCN(C)CC4)c3)n2)cc1,1.2,28,-11,42,-3,·,1,·,-6
O=C(CSc1nc2c(c(=O)n1-c1ccc(F)cc1)SCC2)Nc1ccc2c(c1)OCO2,1.1,·,·,243,·,·,1.1,·,11
O=C(COc1cc(Cl)c(Cl)cc1Cl)Nn1cnnc1,1.1,9,-5,85,-20,-1,1,1,3
CN1CCN(S(=O)(=O)c2ccc(=O)[nH]c2)CC1,1.1,11,-3,97,-1,5,1,2,-1
COC(=O)C1=C(C)N=c2s/c(=C/c3ccoc3)c(=O)n2C1c1ccccc1 (stereo not drawn),1.1,0,1,97,-12,·,1.1,·,0
CCOc1ccc(CCNC(=O)CCn2cccc2)cc1OCC,1.1,5,-7,97,2,-1,0.99,6,8

More records
canonical_smiles,Fluor 339 460,MKP-1 inh,Cdc25B inh,HER2 expr 66K,Hsp90 inh,JNK3 inh,A340 absorber,ROCK2 inh,PKA kinase inh
O=C(Nn1cnc2ccccc2c1=O)C1CCCCC1,1.2,0,-2,103,-3,0,0.98,2,1
Cc1ccc(C)c(C(=O)COC(=O)c2ccc(Br)o2)c1,1.1,-6,0,88,1,7,1,4,9
CC1CCc2nn(CC(=O)Nc3c(F)cc(F)cc3Br)cc2C1 (stereo not drawn),1.1,13,-1,100,-4,-4,1.1,1,6
Cc1noc(C)c1COC(=O)CCN1c2ccccc2Sc2ccccc21,0.84,4,-22,79,0,1,1,-5,1
COc1cc2c(cc1NC(=O)CC1SC(N3CCCC3)=NC1=O)oc1ccccc12 (stereo not drawn),1,40,2,90,-11,-5,1,7,13
Cc1ccc(N2C(=O)CC3(CC4C=CC3C4)C2=O)cc1 (stereo not drawn),0.99,-10,6,99,4,-3,1,3,5
CCOC(=O)c1ccc(NS(=O)(=O)c2c(C)n(C)c(=O)n(C)c2=O)cc1,1.1,16,-1,·,-1,8,1.1,-2,-5
CCC(=O)Nc1cc(OC)c(NC(=O)c2ccccc2)cc1OC,1.1,6,-1,72,-5,-9,1.1,0,5

Going on with the list.
canonical_smiles,Fluor 339 460,MKP-1 inh,Cdc25B inh,HER2 expr 66K,Hsp90 inh,JNK3 inh,A340 absorber,ROCK2 inh,PKA kinase inh
COc1ccc(N2Cc3ccccc3C2)cc1Cl,1,17,-13,67,-7,-3,0.99,-3,4
CCCCOc1ccccc1C1C(C(=O)OC)=C(C)N(C)C(C)=C1C(=O)OC,1.1,10,-9,103,-1,0,1.1,1,6
Cn1c(C(=O)NCCCN2CCN(c3ccc(F)cc3)CC2)cc2c(=O)n(C)c3ccccc3c21,1.1,6,-4,73,0,-1,0.99,0,8
COc1cccc(-n2nnc3c(=O)n(Cc4ccc(C)cc4)cnc32)c1,1.1,13,-10,49,-3,4,0.98,7,9
COc1c(S(=O)(=O)N2CCCCC2)ccc2c(S(=O)(=O)N3CCCCC3)cccc12,1.1,21,-16,93,-3,-6,1.1,-3,-7
CCn1nnc(-c2ccccc2NC(=O)c2cccc(-n3cnnn3)c2)n1,1.2,14,-3,89,-5,-3,1,4,16
CC(C)n1c(SC2C(=O)CC(C)(C)CC2=O)nc2c1c(=O)n(C)c(=O)n2C,1.1,0,3,85,-3,-2,1.1,0,-6
CCn1cc(C(=O)NCc2ccc3c(c2)OCO3)c(=O)c2cc(F)c(N3CCN(C)CC3)cc21,2.2*,20,-3,85,4,4,1.1,3,5

Carrying on:
canonical_smiles,Fluor 339 460,MKP-1 inh,Cdc25B inh,HER2 expr 66K,Hsp90 inh,JNK3 inh,A340 absorber,ROCK2 inh,PKA kinase inh
CC(C)(C)NC(=O)CSc1nnc(C2CC2)n1Cc1ccccc1,1.1,8,14,72,5,-5,1,0,6
CCCC1COC(Cn2cncn2)(c2ccc(C)cc2)O1 (stereo not drawn),1,-5,-8,86,-2,1,1,-2,-8
O=C1OC2CCC1(c1ccccc1)C2 (stereo not drawn),1.1,-20,8,108,-2,-3,1,6,3
Cn1c(Cn2c(=O)sc3ccccc32)nnc1SCc1ccccc1F,1.1,-2,-18,107,-5,4,1,-2,10
c1ccc(-c2nc(N3CCCCCC3)nc(-n3ccnc3)n2)cc1,1.1,-10,-18,85,1,-5,1,6,11
O=c1c2ccccc2nnn1CSc1nnc(-c2cccs2)n1Cc1ccccc1,1,30,-18,87,-3,2,1,6,9
CC(C)CCn1nnnc1C(c1ccccc1)N1CCN(C)CC1 (stereo not drawn),1.1,-22,-1,113,-1,5,1,6,5
Cn1nnnc1SCC(=O)N1CCN(Cc2ccccc2)CC1,1.1,8,-4,76,-25,0,1,3,-1

This is a subset, so the mix of outcomes need not match the whole.
